Screening data deposited in PubChem BioAssay by Broad Institute.
ERAP1 inh: blocks human ERAP1 aminopeptidase activity; inhibition, % at 10.7 µM; Q9NZ08; hit rate 0.15% among 340,000; recombinant ERAP1, Leu-AMC fluorescence, 60 min;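 active = mean replicate inhibition of at least 30%, or all replicates individually reaching that 30% level; inactive = mean below 30% and not every replicate reaching it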;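 also: 0% = neutral control wells and 100% = L-leucinethiol positive control wells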
Target sequence (Q9NZ08 whole entry, looked up): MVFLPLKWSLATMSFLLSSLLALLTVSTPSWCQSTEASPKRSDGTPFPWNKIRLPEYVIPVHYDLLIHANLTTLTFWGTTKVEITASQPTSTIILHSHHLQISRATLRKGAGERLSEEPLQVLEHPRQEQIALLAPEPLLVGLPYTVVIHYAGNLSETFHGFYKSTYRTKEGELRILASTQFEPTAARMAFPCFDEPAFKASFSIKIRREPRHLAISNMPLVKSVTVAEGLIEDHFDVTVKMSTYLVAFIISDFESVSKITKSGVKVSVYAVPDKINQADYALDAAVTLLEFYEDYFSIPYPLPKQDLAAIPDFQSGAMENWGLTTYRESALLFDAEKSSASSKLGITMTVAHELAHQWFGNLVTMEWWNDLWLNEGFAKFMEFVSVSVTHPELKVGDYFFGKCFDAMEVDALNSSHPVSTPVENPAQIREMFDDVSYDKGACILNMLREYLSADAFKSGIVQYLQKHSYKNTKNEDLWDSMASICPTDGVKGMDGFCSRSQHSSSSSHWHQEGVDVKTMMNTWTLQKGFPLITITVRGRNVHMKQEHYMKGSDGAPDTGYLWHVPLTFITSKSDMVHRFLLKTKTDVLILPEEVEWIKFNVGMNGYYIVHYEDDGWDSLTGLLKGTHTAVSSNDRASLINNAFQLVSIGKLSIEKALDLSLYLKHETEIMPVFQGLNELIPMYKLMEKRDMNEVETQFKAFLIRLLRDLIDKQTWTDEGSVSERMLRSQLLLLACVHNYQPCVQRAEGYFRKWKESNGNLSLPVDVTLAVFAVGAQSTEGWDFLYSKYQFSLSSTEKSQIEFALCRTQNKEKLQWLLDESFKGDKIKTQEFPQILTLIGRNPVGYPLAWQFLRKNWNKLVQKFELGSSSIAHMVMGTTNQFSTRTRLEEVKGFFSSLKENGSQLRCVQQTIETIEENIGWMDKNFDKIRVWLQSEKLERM
S100A4 inh HTS: inhibitors of human S100A4 binding to myosin IIA peptide; hit rate 0.14% among 360,000; P26447; S100A4/TAMRA-MyoIIA peptide fluorescence polarization; inhibition, % at 10.7 µM;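 active = mean inhibition of at least 70% across replicates, with every replicate also reaching that level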
Target sequence (P26447 whole entry, looked up): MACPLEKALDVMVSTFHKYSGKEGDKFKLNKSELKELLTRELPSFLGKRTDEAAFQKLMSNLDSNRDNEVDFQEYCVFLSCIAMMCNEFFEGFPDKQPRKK
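Test system – S100A4 monomer (human) · Compound – single-point compound testing · Schedule – 5 min incubation before reading · Probe or stimulus – TAMRA-labelled myosin IIA heavy-chain peptide probe, 5 nM · Benchmarks – neutral control DMSO, positive control TFP · Medium – Calcium-containing HEPES buffer, pH 7.2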
XiGFP reactiv: activators of X-chromosome reactivation in mouse fibroblasts. activation, % at 7.58 µM. XiGFP mouse fibroblasts, % GFP-positive cells imaging, 3 d; cells co-treated with 5-aza-dC sensitizer; scaled so ellipticine positive control = 100%. AID 743238. hit rate 0.055% among 360,000;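 active = mean normalized replicate activation at least 10% and every replicate at or above 10%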;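 also: 0% = median of on-plate neutral control wells and 100% = ellipticine 6 µM median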
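System: SV40-immortalized XiGFP fibroblast cells, line 68-5-11 / Incubation: 3-day compound exposure, then 15 min fixation at room temperature / Compound: single concentration per compound, delivered by pin transfer / Buffer or medium: DMEM plus 5-aza-dC sensitizer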
C2C12 statin: protects C2C12 myotubes from simvastatin toxicity; hit rate 0.78% among 330,000; ATP luminescence, 48 h; scaled: DMSO 0, geranylgeraniol control 100; rescue of ATP level, % at 7.49 µM; AID 602340;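 active = mean ATP rescue above about 67%, or every replicate alone reaching that limit, limit read from the data, passing the limit was not always enough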;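 also: myotubes were challenged with 10 µM simvastatin during compound exposure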
Cneo AK release: Cryptococcus neoformans lysis via adenylate kinase release. C. neoformans lysis, adenylate kinase release luminescence, 4 h; normalised: neutral wells 0, clomiphene wells 100. lysis activity, % at 15 µM. hit rate 0.2% among 360,000. AID 651654;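 active = mean lysis activity across replicates of at least 80%, whatever share of replicates individually reach that level; inactive = mean lysis activity below 80%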
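Signal: Adenylate kinase release luminescence | Assay system: Log-phase Cryptococcus neoformans yeast cells | Input: Cells at 5 × 10^6 per mL | Buffer or medium: Fresh YPD growth medium | Compound: Single dose | Schedule: Static 4 h at 37 °C with compound, 1 h detection | Controls: Clomiphene | Read-out: Luminescence rise reflecting yeast cell lysis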
SIRT5 block: inhibitors of human sirtuin-5 desuccinylase. Q9NXA8. Purified SirT5, succinyl-peptide AMC, trypsin-coupled fluorescence. inhibition, % at 15 µM. hit rate 1.1% among 330,000; in the data active = inhibition above about 15%
PGC1a acetyl inh: modulators of PGC1a acetylation; U2OS PGC1a acetylation, AlphaScreen anti-acetyl-lysine; with virally co-expressed GCN5 acetyltransferase; inhibition, % at 15.6 µM; hit rate 0.17% among 350,000;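 active = every replicate shows inhibition of at least 40%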;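 also: 0% = neutral control wells and 100% = positive control wells; some results beyond the cut were filed as inactive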
LGR2 antag: Drosophila LGR2 receptor signaling inhibition | HEK293 LGR2, CRE-luciferase, bursicon-stimulated, 4 h | hit rate 0.35% among 380,000 | inhibition, % at 9.99 µM;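 active = drop in luminescence signal, shown as inhibition above about 50% in the replicate tests, limit read from the data, passing the limit was not always enough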;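 also: agonist challenge used bursicon conditioned medium at about half maximal strength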
Numbers without * were called inactive; . = no result given.

Second line of a record: ERAP1 inh	S100A4 inh HTS	XiGFP reactiv	C2C12 statin	Cneo AK release	SIRT5 block	PGC1a acetyl inh	LGR2 antag
- C[C@@H]1CCCCO[C@H](CN(C)S(=O)(=O)c2ccc(Cl)cc2)[C@@H](C)CN([C@H](C)CO)C(=O)c2cc(NS(=O)(=O)c3cccs3)ccc2O1
    0	-12	0.1	.	2	3	-2	-3
- COc1ccc(NC(=O)Nc2ccc3c(c2)C(=O)N([C@H](C)CO)C[C@@H](C)[C@@H](CN(C)Cc2ccncc2)OCCCC[C@H](C)O3)cc1
    1	7	-0.1	.	-2	-2	4	-16
- OCCCc1cn(CC2CCCCC2)nn1
    3	-9	0.1	9	32	-3	-7	-1
- O=C(Nc1ccc(F)cc1)Nc1ccc2ccccc2n1
    5	-2	0.3	-2	-1	3	.	-7
- COc1cccc(-c2nnc(NC(=O)c3ccccc3Br)o2)c1
    9	-3	0.0	-2	0	0	-1	-6
- CCC(=O)N1[C@H](CO)[C@H](c2ccccc2)[C@H]1CN(CC)C(=O)c1ccccc1
    0	-3	0.2	-3	-2	-12	4	2
- CCCNc1nc(-c2cc(C(=O)Nc3ccccc3)on2)cc(C(C)C)n1
    -2	-1	0.1	4	3	.	-7	2
- CCn1c(SCC(=O)Nc2ccc(C)cc2)nc2nc3c(cc2c1=O)CCCC3
    1	-5	0.2	0	2	-3	-13	-16
- Cc1ccccc1S(=O)(=O)N1C[C@H](O)COC[C@@H]2O[C@H](CC(=O)N3CCC(Cc4ccccc4)CC3)CC[C@H]21
    1	4	-0.2	-21	-4	6	-3	15
- CC1(C)C2CCC(C2)C1(C)NC(=O)CNCc1cccs1 (configuration not stated)
    4	3	-0.1	.	.	-2	.	22
- N/C(=N\OC(=O)CCCOc1ccccc1)c1ccc(Br)cc1
    2	-5	.	-1	2	5	.	5
- COc1cccc(NC(=O)c2ccccc2-c2nc(-c3ccc(F)cc3)no2)c1
    -5	1	.	.	.	-3	-16	-2
- CCCC(=O)Nc1cc(OC)c(NC(=S)Nc2cccc(C)c2)cc1OC
    9	-7	0.1	-8	1	2	.	-11
- Cc1cc(C)cc(NC(=O)C[n+]2ccccc2)c1
    -1	1	0.2	4	-1	-1	-9	-8
- C[C@H](CO)N1C[C@H](C)[C@@H](CN(C)Cc2ccccc2)Oc2ccc(NC(=O)Nc3ccc(C(F)(F)F)cc3)cc2CC1=O
    3	14	-0.1	24	3	-3	.	9
- Cc1ccc(S(=O)(=O)N2C[C@H]3[C@H]4C(=O)N(c5ccccc5)C(=O)[C@H]4C[C@H](OC(=O)NCc4ccccc4)[C@@]3(O)C2)cc1
    -3	-2	0.0	12	-5	22*	3	-4
- Cc1ccc(S(=O)(=O)N(C)C[C@H]2OCCCC[C@H](C)Oc3ccc(NC(=O)c4ccncc4)cc3C(=O)N([C@@H](C)CO)C[C@H]2C)cc1
    4	-9	0.2	.	4	8	2	8
- COc1ccc(NC(=O)c2cc(Cl)ccc2Cl)c([N+](=O)[O-])c1
    -2	-4	-0.1	-5	-1	-3	.	-3
- CCC(=O)N1CC(=O)N2[C@H](C1)[C@@H](c1ccc(C#CC(C)C)cc1)[C@@H]2CO
    0	9	0.4	.	.	0	10	-17
- COc1ccc(C2CC(=O)Oc3c(C(CCN4CCCCC4)c4ccc(N(C)C)cc4)c(OC)cc(OC)c32)cc1 (configuration not stated)
    4	-3	0.0	121*	1	-4	-26	-2

Filtered by structure, the compounds so far containing a Cl atom
Second line of a record: ERAP1 inh	S100A4 inh HTS	XiGFP reactiv	C2C12 statin	Cneo AK release	SIRT5 block	PGC1a acetyl inh	LGR2 antag
- C[C@@H]1CCCCO[C@H](CN(C)S(=O)(=O)c2ccc(Cl)cc2)[C@@H](C)CN([C@H](C)CO)C(=O)c2cc(NS(=O)(=O)c3cccs3)ccc2O1
    0	-12	0.1	.	2	3	-2	-3
- COc1ccc(NC(=O)c2cc(Cl)ccc2Cl)c([N+](=O)[O-])c1
    -2	-4	-0.1	-5	-1	-3	.	-3

3 entries from above, arranged by SMILES length, falling:
Second line of a record: ERAP1 inh	S100A4 inh HTS	XiGFP reactiv	C2C12 statin	Cneo AK release	SIRT5 block	PGC1a acetyl inh	LGR2 antag
- COc1ccc(C2CC(=O)Oc3c(C(CCN4CCCCC4)c4ccc(N(C)C)cc4)c(OC)cc(OC)c32)cc1 (configuration not stated)
    4	-3	0.0	121*	1	-4	-26	-2
- CCCNc1nc(-c2cc(C(=O)Nc3ccccc3)on2)cc(C(C)C)n1
    -2	-1	0.1	4	3	.	-7	2
- COc1cccc(-c2nnc(NC(=O)c3ccccc3Br)o2)c1
    9	-3	0.0	-2	0	0	-1	-6

The listing continues.
Second line of a record: ERAP1 inh	S100A4 inh HTS	XiGFP reactiv	C2C12 statin	Cneo AK release	SIRT5 block	PGC1a acetyl inh	LGR2 antag
- CC(=O)N1C[C@@H](CN2C(=O)CCC2=O)[C@@H]2C[C@H]1c1ccccc1N2C
    1	-3	2.0	.	.	-1	.	5
- CO[C@@H]1CN(C)C(=O)c2cc(NC(=O)c3ccccc3)ccc2OC[C@H](C)NC[C@@H]1C
    -1	8	0.0	6	-2	2	-8	7
- CC(=O)c1ccc(N2CCN(CN3C(=O)CC4(CCCC4)C3=O)CC2)c(F)c1
    -2	-2	0.1	6	1	-1	2	-3
- Cc1nc(NC(=O)C(C)(C)C)sc1-c1nc(N)sc1-n1cc(-c2ccccc2)nn1
    -1	-5	-0.1	.	.	-2	.	6
- CC(C)C#Cc1cnc2c(c1)C(=O)N([C@H](C)CO)C[C@@H](C)[C@H](CN(C)C(=O)c1cccc(F)c1)O2
    1	0	0.0	-3	6	1	-18	1
- CC(=O)Nc1ccc(OCC(O)CN2CCN(c3ccc(F)cc3)CC2)cc1 (configuration not stated)
    -8	-3	0.1	2	0	.	-28	-5
- COc1ccc(C(C)(C)C)cc1NC(=O)CCCN1C(=O)NC(C)(C)C1=O
    1	0	-0.1	1	0	-4	0	0
- CCOC(=O)CN(C)C(=O)CCc1nnc(-c2ccsc2)o1
    -2	1	0.2	-7	3	-1	2	-20
- O=C(COC(=O)c1ccc(F)cc1Cl)NC(=O)NC1CCCC1
    -3	-6	-0.1	-4	-1	-1	8	3
- c1nc(N2CCOCC2)c2c3c(sc2n1)CCCC3
    3	5	.	-8	0	36*	6	-27
- COc1ccc(-c2coc3c(C(=O)NCc4ccc(OC)c(OC)c4)cccc23)c(C)c1
    -2	3	0.4	-8	0	.	-26	7
- O=C(O)C1CC=CCC1C(=O)NCCCCc1ccccc1 (configuration not stated)
    -4	1	0.0	.	.	-2	-4	11
- Nc1c(C(=O)NCc2ccccc2)nnn1Cc1cccc(Cl)c1
    0	-1	0.3	-20	-2	-3	-5	17
- O=[N+]([O-])c1ccc(-n2nnnc2-c2ccccc2)c([N+](=O)[O-])c1
    -2	-2	2.9	.	0	.	.	40
- Cc1ccc(S(=O)(=O)N(C)C)cc1NC(=O)CSc1ncc(C(F)(F)F)cc1Cl
    -7	-5	0.1	.	.	-2	.	2
- CN(C)/C=C/C(=O)c1ncc(C(F)(F)F)cc1Cl
    -2	-3	0.1	.	.	.	7	-2
- O=C1C=C(c2cccc(Cl)c2O)C[C@@H](c2ccc3c(c2)OCO3)C1
    4	3	0.0	16	1	3	-3	-6
- Cc1ccc(CNC(=O)C2CCCN2S(=O)(=O)c2ccc(F)cc2)cc1 (configuration not stated)
    -4	-2	0.0	-2	-4	1	13	27
- CN(C)CCCNC(=O)C[C@H]1CC[C@@H]2[C@H](COc3ccc(NC(=O)NC4CCCC4)cc3C(=O)N2C)O1
    0	14	0.0	-14	0	2	0	24
- Cc1ccc(NC(=O)C(=O)NCc2ccc(/C=N/NC(=O)c3c(C)nc4cc(C)ccn34)o2)cc1
    2	0	0.0	.	.	-3	.	-7
- NNC(=S)NC1CCCCC1
    -2	-1	0.1	-2	23	-3	.	1
- CCc1noc(C)c1C(=O)Nc1ccc(-c2nnc3n2CCCCC3)cc1
    2	-10	0.0	-1	0	-1	.	-3
- Cc1ccc(OCC(=O)N(C)C2CCCCC2)c([N+](=O)[O-])n1
    2	-6	-0.1	1	-1	-1	.	2
- CCCCc1ncc(CN2CCC(CC3CCCCO3)(C(=O)OCC)CC2)[nH]1 (configuration not stated)
    0	-11	0.0	-8	-1	-3	-1	-8
- CC(C)N(C(=O)Cn1c(-c2cccnc2)ccc(C#N)c1=O)C(C)C
    -1	2	0.3	21	3	0	2	-2
- Cc1cccc(S(=O)(=O)N2CCCCN3[C@H](C2)[C@H](c2ccc(-c4cccnc4)cc2)[C@@H]3CO)c1
    3	-8	0.2	.	-3	0	-5	5
- Cc1cc(=O)oc2cc(OCC(=O)c3ccccc3)ccc12
    2	-1	-0.1	0	-2	1	-10	1
- CCC(=O)N[C@@H]1CC[C@@H](CCn2cc(C3CC3)nn2)O[C@H]1CO
    2	-11	0.3	4	-1	-2	4	6
- Cc1cnc(NC(=O)CSc2nc3ccccc3c(=O)[nH]2)s1
    .	.	.	-8	1	.	12	19
- CCNC(=O)C1(C)CCCN(C(=O)c2ccccc2Br)C1 (configuration not stated)
    2	-1	0.0	-3	2	.	5	33
- COc1ccccc1OCc1cc(-c2ccccc2)no1
    2	4	0.5	.	.	0	-12	-120
- Cc1nn(CC(=O)Nc2ccc3c(c2)CCC3)c(C)c1[N+](=O)[O-]
    3	-2	0.1	1	-3	7	4	-1
- O[C@H]1C[C@H](c2ccc(Cl)cc2)N(Cc2cccs2)C[C@@H]1n1cc(C2CC2)nn1
    -6	-8	0.4	22	-2	2	.	-28
- CC(=O)Nc1ccc(-c2ccnc3c2CC(C)(C(=O)Nc2ccc(C(C)C)cc2)O3)cc1 (configuration not stated)
    -1	-3	0.0	-4	2	.	3	-8
- CN(CC(=O)NCc1ccccc1F)S(=O)(=O)c1ccc(Cl)cc1
    -1	-8	-0.1	8	-1	-2	.	-1
- CN1CCN(c2ncnc3c2ncn3[C@H]2CN(Cc3cccnc3)C[C@@H](CO)O2)CC1
    -2	-5	0.0	1	-1	.	-1	-10
- O=[N+]([O-])c1cc(NS(=O)(=O)c2ccc(Cl)nc2)ccc1Cl
    5	3	0.2	-169	-2	1	4	4
- O=S(=O)(Cc1ccccc1)N1CCCCN2[C@H](CO)[C@@H](c3ccc(-c4cncnc4)cc3)[C@@H]2C1
    1	-1	0.0	.	-2	1	-20	-8
- C[C@@H]1CN([C@@H](C)CO)C(=O)c2cc(NS(=O)(=O)c3ccccc3)ccc2O[C@H]1CN(C)C(=O)Nc1cccc2ccccc12
    0	-2	-0.1	15	1	-3	2	22

Some of the compounds tested; rates above refer to the full screens.
